# Compound activity deposited in PubChem by several laboratories.
# mABHD4 FP – inhibitors of mouse ABHD4. Q8VD66. purified mABHD4, FP-Rh probe fluorescence polarization. inhibition, % at 8.92 µM. 370,000 tested, 0.54% active. AID 720543;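 active = inhibition exceeding the mean over every tested compound plus 3 SD, cut at about 30% in these data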;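 also: 0% = plate median of compound wells and 100% = S159A mutant with DMSO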
#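 Assay system: mouse ABHD4 enzyme, wild type / Also added: fluorescent activity-based probe FP-Rh / Doses: single nominal dose of 8.92 µM, 0.89% DMSO final / Timing: 45 min compound pre-incubation plus 60 min probe step, 25 °C / Signal: FP readout, ex 525 nm / em 598 nm / Control set: S159A mutant/DMSO as 100%, compound-well median as 0%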
# NPR2 activator – GC-B (human) receptor activation; HEK293-GC-B cells, CNP EC30, cGMP TR-FRET; 0% at EC30 CNP, 100% saturating CNP; activation, % at 10 µM; 370,000 tested, 0.11% active; AID 1920062;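 active = activation at 10 µM reaching about 35% in either raw or pattern-adjusted values, limit read from the data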
# rCAG RNA binder – binds r(CAG) RNA repeats; r(CAG) RNA repeat, TO-PRO-1 dye displacement fluorescence; inhibition, % at 3 µM; 370,000 tested, 1.3% active; AID 651821;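 active = inhibition above the plate cutoff, the mean of all test compounds on that plate plus 3 SD, cut at about 35% in these data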;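 also: 0% = DMSO alone and 100% = 100 µM mitoxantrone as full dye displacement; higher means more dye released from RNA so lower well fluorescence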
# HTRA1 inhibitor – inhibitors of human serine peptidase HTRA1. Q92743. inhibition, % at 5.96 µM. 340,000 tested, 0.5% active. recombinant HTRA1, FP-rhodamine activity-based probe, fluorescence polarization. AID 504803; in the data active = inhibition above about 36%;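 also: 0% = enzyme with DMSO and 100% = wells lacking enzyme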
# PRMT1 FP inh – inhibitors of human PRMT1; recombinant PRMT1, activity-based probe fluorescence polarization; inhibition, % at 2.79 µM; 370,000 tested, 1.3% active; AID 652257;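 active = inhibition above about 21% made by adding two undisclosed values, limit read from the data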
# Target sequence (Q99873 whole entry, looked up): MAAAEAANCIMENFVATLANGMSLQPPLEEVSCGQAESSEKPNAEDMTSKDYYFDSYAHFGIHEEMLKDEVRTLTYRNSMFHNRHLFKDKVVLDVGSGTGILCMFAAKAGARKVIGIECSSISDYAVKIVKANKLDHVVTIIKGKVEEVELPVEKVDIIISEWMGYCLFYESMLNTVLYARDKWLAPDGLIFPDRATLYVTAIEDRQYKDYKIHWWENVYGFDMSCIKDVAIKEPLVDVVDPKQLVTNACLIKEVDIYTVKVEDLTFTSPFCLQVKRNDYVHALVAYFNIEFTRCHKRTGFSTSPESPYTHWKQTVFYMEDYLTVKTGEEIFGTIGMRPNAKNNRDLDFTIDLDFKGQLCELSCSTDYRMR
# MBD2 inh – blocks human MBD2 binding to methylated DNA. AID 686964. Q9UBB5. inhibition, % at 4.4 µM. 370,000 tested, 0.31% active. TR-FRET, MBD2 binding to methylated oligonucleotide; in the data active = inhibition above about 13%
# NPR1 activator – GC-A (human) enzyme activation; HEK293 GC-A cells, cGMP TR-FRET, EC30 ANP; 0% at EC30 ANP, 100% saturating ANP; activation, % at 10 µM; 370,000 tested, 0.14% active; in the data active = activation above about 40%
# SIAE primary – inhibitors of human sialic acid acetylesterase SIAE. Q9HAT2. SIAE FP-Rh probe binding, fluorescence polarization. inhibition, % at 9.66 µM. 370,000 tested, 0.69% active;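 active = inhibition above a cutoff: mean of compounds within the control limits plus 3 SD of those, cut at about 17% in these data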;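 also: 0% = plate median of compound wells and 100% = probe without SIAE protein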
# Target sequence (Q9HAT2 whole entry, looked up): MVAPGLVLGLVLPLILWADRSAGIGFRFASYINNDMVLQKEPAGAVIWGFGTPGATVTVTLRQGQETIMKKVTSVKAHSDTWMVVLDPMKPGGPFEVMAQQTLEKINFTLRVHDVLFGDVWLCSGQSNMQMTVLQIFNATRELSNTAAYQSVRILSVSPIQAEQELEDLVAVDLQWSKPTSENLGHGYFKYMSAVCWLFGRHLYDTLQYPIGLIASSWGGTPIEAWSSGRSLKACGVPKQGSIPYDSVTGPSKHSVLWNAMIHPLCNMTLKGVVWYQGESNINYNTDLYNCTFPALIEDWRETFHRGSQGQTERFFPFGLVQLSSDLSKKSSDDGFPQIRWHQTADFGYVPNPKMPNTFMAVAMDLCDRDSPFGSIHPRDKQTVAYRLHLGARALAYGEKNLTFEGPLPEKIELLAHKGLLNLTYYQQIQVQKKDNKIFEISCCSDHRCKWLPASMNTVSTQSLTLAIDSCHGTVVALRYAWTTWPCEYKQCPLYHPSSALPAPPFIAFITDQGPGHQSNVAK
# TCR-CD3 inh – human TCR-CD3 binding inhibition; TAMRA-labeled TCR probe fluorescence, biochemical; inhibition, % at 9.4 µM; 360,000 tested, 0.37% active; in the data active = inhibition above about 19%;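 also: recombinant mutant TCR 2C K166C tagged with TAMRA read by polarization; 0% = receptor in buffer alone and 100% = receptor with positive control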
# UHRF1 MBD2 ctr – human UHRF1 methylated DNA binding inhibitors | Q96T88 | UHRF1 binding to methylated oligo, TR-FRET | inhibition, % at 4.4 µM | 370,000 tested, 0.75% active | AID 687016; in the data active = inhibition above about 21%;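 also: UHRF1 SRA domain binding a hemimethylated CpG hairpin DNA probe; 0% = median of test compound wells and 100% = reference inhibitor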
# * marks the source's active call; other numbers are inactive results; nt = not tested or not shown. An excerpt; the hit share may differ from the screen's.
1) COc1ccc(-n2c(SCCNCCO)nc3sc4c(c3c2=O)CCCC4)cc1
2) O=C(CCc1ccc(S(=O)(=O)NCc2ccccc2)cc1)NCC1CCCO1 (stereo not given)
3) Cc1nn(CC(=O)NCCCN2CCN(C)CC2)c(=O)c2cc(-c3ccccc3)nn12
4) Cc1ccc(S(=O)(=O)NCc2ccccc2)cc1C(=O)N1CCCCC1
5) COc1ccccc1-c1oc2ccccc2c1C#CC(C)(C)O
6) CSc1ccccc1NC(=O)c1cccnc1
7) N#Cc1ccsc1NC(=O)COC(=O)CCS(=O)(=O)c1ccccc1
8) COCCNC(=O)c1c(N)[nH]c(C(=O)c2ccc(Br)cc2)c1-c1c(OC)ccc2ccccc12
entry no.	1	2	3	4	5	6	7	8
TCR-CD3 inh	4	2	0	6	-4	6	-4	nt
mABHD4 FP	2	3	-1	1	-18	5	7	-12
PRMT1 FP inh	-3	0	3	1	1	7	6	1
rCAG RNA binder	3	-1	3	-2	2	1	9	nt
MBD2 inh	-5	3	0	0	0	-1	-7	-1
HTRA1 inhibitor	-4	8	4	0	-32	4	-6	nt
NPR2 activator	-1	-2	0	1	-6	4	-2	-23
SIAE primary	-7	-3	-1	2	-1	2	1	1
NPR1 activator	-9	2	6	-3	0	3	-1	-31
UHRF1 MBD2 ctr	0	-5	2	1	11	2	-1	-4

9) Fc1ccccc1C1c2cccn2CCN1C(=S)Nc1cccc(Br)c1 (stereo not given)
10) CCn1c(SCC(=O)Nc2nnc(C)s2)nc2c(c1=O)SC(C)C2 (stereo not given)
11) NC(=O)c1c(NC(=O)CN2C(=O)CCC2=O)sc2c1CCCCC2
12) Cc1ccc(NC(=O)Cn2c(=O)n(CCC(=O)NC3CCN(Cc4ccccc4)CC3)c(=O)c3ccccc32)cc1
13) Cc1ccc(S(=O)(=O)N(C)C)cc1NC(=O)CCNC(=O)c1ccco1
14) C=CCn1c(=O)c2ccccc2n2c(SC(C)C(=O)Nc3nc(-c4ccccc4)cs3)nnc12 (stereo not given)
15) Cc1ccc(NC(=O)NNC(=O)c2cccs2)cc1
16) COc1ccccc1/C=C(\NC(=O)c1ccc(OC)c(OC)c1)C(=O)Nc1ccc([N+](=O)[O-])cc1
entry no.	9	10	11	12	13	14	15	16
TCR-CD3 inh	3	5	-2	7	-1	2	1	1
mABHD4 FP	4	-1	0	4	1	-2	-2	-3
PRMT1 FP inh	-7	-2	7	0	3	1	1	-2
rCAG RNA binder	1	0	0	-2	-1	4	0	8
MBD2 inh	-3	4	-4	-3	0	-5	1	1
HTRA1 inhibitor	0	4	7	-1	7	2	8	-4
NPR2 activator	0	-2	-4	-9	-5	-19	0	2
SIAE primary	15	-1	5	-2	-1	1	-1	-18
NPR1 activator	2	-2	6	-7	-1	-25	8	-2
UHRF1 MBD2 ctr	0	1	2	-3	0	0	5	1

17) CC(C)Oc1ccc(C(=O)Nc2c3c(nn2-c2ccccc2)CS(=O)(=O)C3)cc1
18) O=C(N/N=C/c1cc2c(cc1Cl)OCO2)c1ccccn1
19) COc1ccc(CCNC(=O)C/C(C)=N/NC(=O)COc2ccc(C)cc2Br)cc1OC
20) Cc1nc(SCC(=O)Nc2ccc3[nH]c(=O)[nH]c3c2)nc(C)c1C
21) CC(C)(C)NC(=O)CN(C(=O)c1csnn1)c1ccccc1-c1ccccc1
22) COc1cc2c(cc1OC)C(C)N(C(=O)c1ccc(Br)o1)CC2 (stereo not given)
23) CN(C)CCCNC(=O)OC1CC2CC1[C@H]1CCCCN1C2=O (stereo not given in full)
24) COc1ccc(Nc2ncc(C(=O)N3CCN(c4ccc(F)cc4)CC3)c3ccccc23)cc1
entry no.	17	18	19	20	21	22	23	24
TCR-CD3 inh	4	4	0	-3	0	3	-1	2
mABHD4 FP	2	6	-3	-1	2	-1	-2	8
PRMT1 FP inh	-3	-1	0	7	-3	-2	-4	-2
rCAG RNA binder	0	-2	1	1	0	-7	1	0
MBD2 inh	6	2	1	-1	-3	-1	-3	-2
HTRA1 inhibitor	-1	6	-3	2	8	3	nt	-17
NPR2 activator	-4	2	3	4	1	3	0	2
SIAE primary	3	3	2	1	-4	-11	0	8
NPR1 activator	4	-1	1	-2	-4	0	2	-2
UHRF1 MBD2 ctr	0	3	-3	1	-4	0	0	2

25) COC(=O)[C@@H]1C[C@H]2CC[C@H](O)C[C@H]2N1Cc1ccccc1OS(=O)(=O)c1ccc(C)cc1
26) O=C(O)Cc1ccc(NC(=O)C(c2ccccc2)c2ccccc2)cc1
27) CCCOc1ccc(S(=O)(=O)N2C(=O)CC(=O)N(Cc3ccc(OCC)cc3)C2=O)cc1
28) CC12CCC(=O)N1c1c(sc3nc(N4CCOCC4)c4c(c13)CCCC4)C(=O)N2 (stereo not given)
29) Cc1ccc(NC(=O)COC(=O)CCc2c(C)nc3ncnn3c2C)cc1C
30) COc1cc2c(C#N)c(N3CCN(C)CC3)nc(N)c2c(N)n1
31) COc1ccc(CCNC(C)=O)cc1
32) O=C(Nc1ccccc1)c1cc(S(=O)(=O)N2CCSCC2)ccc1Cl
entry no.	25	26	27	28	29	30	31	32
TCR-CD3 inh	5	6	-4	2	2	-6	6	2
mABHD4 FP	-9	-2	-4	2	1	10	4	0
PRMT1 FP inh	4	1	-3	-3	-1	3	-2	3
rCAG RNA binder	18	8	21	-3	-1	0	6	1
MBD2 inh	9	5	-1	-10	-4	2	1	1
HTRA1 inhibitor	-19	3	nt	-1	2	1	3	1
NPR2 activator	5	1	0	3	3	-9	-5	-2
SIAE primary	-7	-3	-4	4	-3	-3	1	2
NPR1 activator	-4	0	-4	23	1	0	0	1
UHRF1 MBD2 ctr	9	-1	0	-7	2	-3	5	1

33) COc1ccc(NS(=O)(=O)c2cc(C)ccc2OC)cc1OC
34) O=C(Cn1cc(F)c(=O)[nH]c1=O)c1ccco1
35) O=C(NCCOC(=O)c1ccc(C(=O)OCCNC(=O)c2cccnc2)s1)c1cccnc1
36) Cc1ccc(S(=O)(=O)/C(=C\N(C)C)c2cnc(Cl)s2)cc1
37) Cc1c(CCCC(=O)O)sc(N)c1C(=O)c1cccc(C(F)(F)F)c1
38) Nc1ccc2nc(-c3cccc(-c4nc5ccc(N)cc5[nH]4)n3)[nH]c2c1
39) CC(C)c1ccccc1OCC(O)CN1CCN(S(=O)(=O)c2ccc([N+](=O)[O-])cc2)CC1 (stereo not given)
40) Cc1ccc(OCC(=O)Nc2ccc3oc(=O)ccc3c2)cc1
entry no.	33	34	35	36	37	38	39	40
TCR-CD3 inh	3	2	-1	0	-7	24*	-2	-2
mABHD4 FP	-1	0	-1	1	25	13	3	-6
PRMT1 FP inh	4	2	0	3	31*	2	5	1
rCAG RNA binder	-2	-1	0	8	47*	15	-4	2
MBD2 inh	-2	-5	2	-6	3	0	2	0
HTRA1 inhibitor	13	5	-2	0	10	5	-17	1
NPR2 activator	-4	12	2	-2	-1	-1	0	-3
SIAE primary	2	2	-1	2	-1	-3	2	9
NPR1 activator	2	0	0	-8	-1	-9	-5	0
UHRF1 MBD2 ctr	0	0	1	2	0	1	-1	0

41) CC(C)Cn1c(-c2ccc(Cl)cc2)cnc1SCC(=O)N1CCOCC1
42) CC(=O)N1c2ccccc2NC2=C(C(=O)CCC2)C1c1cccnc1 (stereo not given)
43) CCOc1ccc(C2=Nn3cnnc3SC2)cc1
44) COc1ccc(C(=O)O/N=C(\C)c2nccs2)cc1
45) Nc1ncnc2c1ncn2[C@@H]1O[C@H](C(=O)N2CCCN(Cc3ccccc3F)CC2)[C@@H](O)[C@H]1O
46) COc1ccc(CCN2C(=O)CS/C2=N\NC(=O)c2ccc(C(C)(C)C)cc2)cc1OC
47) COc1ccc(N(CC(=O)O)S(=O)(=O)c2c(C)n[nH]c2C)cc1
48) COc1ccc(OC)c(C(=O)CSc2nnc(Cc3cccs3)n2C)c1
entry no.	41	42	43	44	45	46	47	48
TCR-CD3 inh	2	4	0	4	1	-6	-1	-6
mABHD4 FP	1	1	5	3	-4	-3	-3	-3
PRMT1 FP inh	-2	-1	1	-10	-4	-2	1	2
rCAG RNA binder	-12	0	-3	-5	2	1	1	1
MBD2 inh	3	5	3	6	-5	1	-2	1
HTRA1 inhibitor	-2	0	0	4	nt	0	-2	5
NPR2 activator	-8	1	0	-3	-1	4	3	-2
SIAE primary	7	0	4	0	-2	5	7	1
NPR1 activator	-8	3	1	1	6	-3	0	7
UHRF1 MBD2 ctr	-2	-1	4	-3	-1	9	1	-2

# Reprinted at random: two entries already listed, in no set order.
43) CCOc1ccc(C2=Nn3cnnc3SC2)cc1
45) Nc1ncnc2c1ncn2[C@@H]1O[C@H](C(=O)N2CCCN(Cc3ccccc3F)CC2)[C@@H](O)[C@H]1O
entry no.	43	45
TCR-CD3 inh	0	1
mABHD4 FP	5	-4
PRMT1 FP inh	1	-4
rCAG RNA binder	-3	2
MBD2 inh	3	-5
HTRA1 inhibitor	0	nt
NPR2 activator	0	-1
SIAE primary	4	-2
NPR1 activator	1	6
UHRF1 MBD2 ctr	4	-1

# Next entries
49) CCc1noc(C)c1C(=O)NC1CCCc2c1cnn2-c1cc(C)cc(C)c1 (stereo not given)
50) CNC(=O)c1ccccc1Sc1cccc2cccc(C(=O)O)c12
51) O=C(ON=C1CCN(S(=O)(=O)c2ccccc2)CC1)c1ccccc1
52) Nc1c(C(=O)CSc2nnc(Nc3ccc(F)cc3)s2)c(=O)[nH]c(=O)n1C1CC1
53) CON(C)S(=O)(=O)NC(=O)C1=C(N2CCCC2)COC1=O
54) Cc1c(C(=O)OCC(=O)c2ccc3c(c2)OCCO3)oc2ccccc12
entry no.	49	50	51	52	53	54
TCR-CD3 inh	-2	0	-8	-8	2	6
mABHD4 FP	6	3	-14	-8	5	3
PRMT1 FP inh	-7	0	6	0	-5	2
rCAG RNA binder	-8	0	-4	1	1	5
MBD2 inh	5	-2	5	-4	-1	-2
HTRA1 inhibitor	3	-4	0	-1	-3	-7
NPR2 activator	4	-1	-4	-4	3	-5
SIAE primary	-7	2	-4	-12	6	-9
NPR1 activator	-2	3	0	-3	-3	-2
UHRF1 MBD2 ctr	-1	2	1	-2	0	-1

# Compounds shown so far that contain a thiophene ring, fused or not (eight):
1) COc1ccc(-n2c(SCCNCCO)nc3sc4c(c3c2=O)CCCC4)cc1
7) N#Cc1ccsc1NC(=O)COC(=O)CCS(=O)(=O)c1ccccc1
11) NC(=O)c1c(NC(=O)CN2C(=O)CCC2=O)sc2c1CCCCC2
15) Cc1ccc(NC(=O)NNC(=O)c2cccs2)cc1
28) CC12CCC(=O)N1c1c(sc3nc(N4CCOCC4)c4c(c13)CCCC4)C(=O)N2 (stereo not given)
35) O=C(NCCOC(=O)c1ccc(C(=O)OCCNC(=O)c2cccnc2)s1)c1cccnc1
37) Cc1c(CCCC(=O)O)sc(N)c1C(=O)c1cccc(C(F)(F)F)c1
48) COc1ccc(OC)c(C(=O)CSc2nnc(Cc3cccs3)n2C)c1
entry no.	1	7	11	15	28	35	37	48
TCR-CD3 inh	4	-4	-2	1	2	-1	-7	-6
mABHD4 FP	2	7	0	-2	2	-1	25	-3
PRMT1 FP inh	-3	6	7	1	-3	0	31*	2
rCAG RNA binder	3	9	0	0	-3	0	47*	1
MBD2 inh	-5	-7	-4	1	-10	2	3	1
HTRA1 inhibitor	-4	-6	7	8	-1	-2	10	5
NPR2 activator	-1	-2	-4	0	3	2	-1	-2
SIAE primary	-7	1	5	-1	4	-1	-1	1
NPR1 activator	-9	-1	6	8	23	0	-1	7
UHRF1 MBD2 ctr	0	-1	2	5	-7	1	0	-2
